Epigenetic reg: epigenetic control regulation, reporter derepression; Potency, µM (doses to about 53.9 µM), without a hit: top-dose GFP activation, usual class: activators; hit rate 0.2% among 280,000; murine LDR cells, GFP reporter derepression, 30 h; further: % of control where 0% means no effect; nearly all actives have a fitted effect of over 60% in size
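GFP-positive cell count by laser-scanning cytometry (objects 20–120 um) after 30 h, 37 C compound exposure of murine LDR cells; reporter is CMV-GFP integrated at a silenced locus, inducible by HDAC or DNMT inhibitors.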
Luc counter: blocks Kinase-Glo luciferase, a counter-screen artifact | Q27757 | Kinase-Glo luciferase, ATP luminescence, 8 min | Potency, µM (highest dose often 38.3 µM), for the others: top-dose activity change, negative = inhibition, actives largely listed as inhibitors | hit rate 0.28% among 200,000; further: on the % scale 0 is the no-effect control and ±100 the full control effect; nearly all actives have a fitted effect of over 60% in size
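Recombinant Kinase-Glo luciferase, 10 uM ATP (linear range), luciferin; imidazole pH 7.2 / KCl / MgCl2 / Tween / BSA buffer; 8 min RT; luminescence.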
RGS12 GoLoco inh: blocks human Gai1 binding to RGS12 GoLoco peptide, red readout; P63096; Gai1:RGS12 GoLoco peptide FP, rhodamine, 10 min; Potency, µM (top dose mostly 61.6 µM), for the others: at the top dose activity, negative = inhibition, usual class: inhibitors; hit rate 0.44% among 230,000; active means well fitted inhibition curve with a large enough effect, not every such curve was filed as active; inactive means no such curve, though single readings can be large or run the other way; further: on the % scale 0 is the no-effect control and ±100 the full control effect; nearly all actives have a fitted effect of over 30% in size; many of its hits are not listed in these tables
IMPase Li inh: membrane-permeable IMPase blocker, potentiated with lithium; hit rate 0.35% among 210,000; CHO-M1 cells, IP1 TR-FRET (IP-One), carbachol + lithium; AID 1457; Potency, µM (titrated, usually from 59.4 µM), for the others: at the top dose activity, negative = IMPase inhibition, usual class: inhibitors;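 further: IP1 builds up when IMPase is blocked and the TR-FRET signal falls; plate controls were basal vehicle for no effect and high inhibitor control for full effect; nearly all actives have a fitted effect of over 50% in size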
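Lithium-sensitised IP1 accumulation assay; M1-expressing CHO cells treated 30 min at 37C with compound. Competitive antibody detection by time-resolved FRET followed a 10 min room-temperature lysis step.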
JMJD2E inh: blocks human JMJD2E demethylase activity. JMJD2E catalytic domain, FDH-coupled NADH fluorescence (FDH is formaldehyde dehydrogenase). Potency, µM (series often up to 57.1 µM), for the others: at the top dose activity change, negative = inhibition, hits mostly inhibitors. hit rate 1.6% among 230,000; active means well fitted inhibition curve with a large enough effect, not every such curve was filed as active; inconclusive means small, poorly fitted or top-dose-only effect, or another doubt; inactive means no such curve, though single readings can be large or run the other way;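 further: 0% = wells with enzyme and -100% = buffer wells without enzyme; nearly all actives have a fitted effect of over 50% in size; many of its hits are not listed in these tables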
Target sequence (B2RXH2 1-337 limits assumed): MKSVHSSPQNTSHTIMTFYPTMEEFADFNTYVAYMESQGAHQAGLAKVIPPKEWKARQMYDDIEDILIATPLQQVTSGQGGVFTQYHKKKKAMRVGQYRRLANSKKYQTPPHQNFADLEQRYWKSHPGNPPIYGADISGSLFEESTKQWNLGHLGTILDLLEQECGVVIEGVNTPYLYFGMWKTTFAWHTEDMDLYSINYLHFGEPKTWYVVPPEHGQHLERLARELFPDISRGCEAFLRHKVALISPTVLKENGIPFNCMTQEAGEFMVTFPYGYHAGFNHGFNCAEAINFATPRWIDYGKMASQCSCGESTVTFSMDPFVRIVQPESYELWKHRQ
SMN2 splice up: SMN2 splice variant enhancement. HEK293 SMN2-luciferase splicing reporter, luminescence, 30-36 h. Potency, µM (series often up to 46.1 µM), without a hit: at the highest dose activity change, positive = activation, most hits filed as activators. hit rate 2.8% among 210,000. AID 1458; further: % of control where 0% means no effect; nearly all actives have a fitted effect of over 55% in size
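qHTS luciferase splicing reporter: luminescence rises when SMN2 exon 7 is included in transfected HEK293 cells. Compound exposure lasted 30-36 h at 37C, with 4.5 mM final sodium butyrate as control, followed by a ONE-Glo read.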
NPSR antagonist: neuropeptide S receptor (human) antagonism, cAMP; CHO-NPSR cells, cAMP TR-FRET, antagonist mode; Q6W5P4; Potency, µM (doses to about 38.3 µM), without a hit: at the top dose activity change, negative = inhibition, usual class: inhibitors; hit rate 1% among 220,000; AID 1461; further: on the % scale 0 is the no-effect control and ±100 the full control effect; nearly all actives have a fitted effect of over 50% in size; many of its hits are not listed in these tables
Target sequence (Q6W5P4 whole entry, looked up): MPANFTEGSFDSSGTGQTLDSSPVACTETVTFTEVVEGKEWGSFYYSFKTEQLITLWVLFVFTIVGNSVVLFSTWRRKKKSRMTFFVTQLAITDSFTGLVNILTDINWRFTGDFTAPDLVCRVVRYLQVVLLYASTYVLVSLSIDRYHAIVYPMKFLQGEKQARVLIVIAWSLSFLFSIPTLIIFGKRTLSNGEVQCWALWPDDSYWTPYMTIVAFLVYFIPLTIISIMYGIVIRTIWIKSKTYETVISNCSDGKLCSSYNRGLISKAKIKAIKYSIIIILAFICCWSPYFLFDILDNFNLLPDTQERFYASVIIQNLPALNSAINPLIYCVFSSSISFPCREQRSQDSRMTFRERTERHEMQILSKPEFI
RECQ1 inh: blocks DNA unwinding by human RECQ1. hit rate 0.54% among 240,000. Potency, µM (doses to about 57.3 µM), for the others: at the highest dose activity, negative = inhibition, hits mostly inhibitors. P46063. AID 2549. RECQ1 DNA unwinding, red fluorescence kinetic read;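 further: plate controls were vehicle for no effect and no enzyme for full effect; nearly all actives have a fitted effect of over 30% in size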
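50 nM RECQ1T1 preincubated 15 min with compound in Tris pH 8.0 buffer with MgCl2, DTT, Tween-20 and 2.5 ug/ml poly(dI-dC); started with 200 nM TAMRA/BHQ-2 forked duplex and 2 mM ATP. Unwinding read as fluorescence (525/598 nm), two reads 2 h apart.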
* = called active by the depositor; i = inactive; ? = inconclusive; . = not tested or not shown; [ ] = another dose, or the depositor's remark. Unless noted, the call rests on the fitted dose curve; in most records, active means well fitted curve in the direction sought with a large enough effect; inconclusive means small, poorly fitted or top-dose-only effect, or another doubt; inactive means no such curve, though single readings can be large; an effect the other way counts as inactive or inconclusive. Potency means the concentration at half of the fitted maximal effect.

The line under a structure holds: Epigenetic reg	JMJD2E inh	Luc counter	RGS12 GoLoco inh	SMN2 splice up	IMPase Li inh	RECQ1 inh	NPSR antagonist
CC1=Nn2c(nnc2-c2cc(C)[nH]n2)SC1
  -2.0%	7.8%	-4.9%	2.0%	0.6%	-9.5%[38.3 µM]	-12.9%	-1.0%[46.1 µM]
Nc1c(C(=O)O)ccc2c1C(=O)c1ccccc1C2=O
  -3.2%	3.1%	-14.9%	153.2%[activator]	-21.8%	12.2%	?	-30.9%
CCCCC1=CC2=CC(=O)C(C)(O)C(=O)C2=CO1 (stereo unspecified)
  9.1%	-22.9%	-2.2%	3.3%	-1.5%	27.2%	i	.
CC1(C)Oc2ccc3ccc(=O)oc3c2/C(=C/Nc2ccccc2)C1=O
  0.5%	-13.4%	7.3%	-2.0%	-13.4%	43.5%[activator][38.3 µM]	-11.5%	20.0%[46.1 µM]
O=C(CCCOc1ccccc1)N1CCCCC1
  0.1%	4.3%	-29.2%	10.5%	2.51µM*	-6.5%[38.3 µM]	i	-2.6%[46.1 µM]
Cc1ccccc1NN1C(=O)C=CC1=O
  2.4%	-2.0%	1.7%	4.6%	24.4%	10.5%[38.3 µM]	-12.0%	-3.3%[46.1 µM]
CCNC(=S)Nc1ccc(Cc2ccncc2)cc1
  -0.4%	-19.7%	-0.1%	7.2%	-6.5%	11.5%	-12.3%	6.6%
O=C1CCC(=O)N1c1ccc(NCCc2ccccc2F)c([N+](=O)[O-])c1
  -1.2%	4.3%	-0.4%	-8.0%	-0.6%	7.1%	i	-3.4%
COc1ccc([N+](=O)[O-])cc1NC(=O)C(C)Sc1nc(C)c(C)c(C)n1 (stereo unspecified)
  -3.8%	6.8%	-0.1%	8.4%	-15.2%	0.9%	-1.0%	-10.4%
Cc1ccc2oc(-c3cccc(NC(=O)Cc4cccs4)c3)nc2c1
  -0.2%	?	-4.4%	-1.7%	3.9%	0.8%[38.3 µM]	-2.2%	25.9%[46.1 µM]
CC(Sc1nnc(Cc2ccc([N+](=O)[O-])cc2)o1)C(N)=O (stereo unspecified)
  -2.1%	-0.7%	-0.7%	1.6%	-2.3%	-0.5%[38.3 µM]	i	-1.6%[46.1 µM]
CCc1cc(C(=O)OC)c(NC(=O)C2CC(=O)NN2Cc2ccccc2)s1 (stereo unspecified)
  -1.2%	-4.7%	-1.7%	-5.6%	-13.6%	8.5%[38.3 µM]	3.4%	-20.5%[46.1 µM]
S=C(NCCc1ccc(Cl)cc1)NC1CC1
  -0.3%	6.2%	-1.3%	7.8%	4.5%	16.1%	i	-8.2%
COc1cc2c(cc1OC)CN(C(=S)Nc1cccc(Cl)c1C)CC2
  3.5%	3.1%	.	5.8%	.	.	-2.7%	?
O=C(/C=C/c1ccco1)NC(=S)Nc1nc(-c2ccc3ccccc3c2)cs1
  0.2%	?	17.3%	12.4%	-41.6%[inhibitor]	1.0%	-0.1%	1.26µM*

Reprinted from the part before: three compounds, then new ones.
The line under a structure holds: Epigenetic reg	JMJD2E inh	Luc counter	RGS12 GoLoco inh	SMN2 splice up	IMPase Li inh	RECQ1 inh	NPSR antagonist
S=C(NCCc1ccc(Cl)cc1)NC1CC1
  -0.3%	6.2%	-1.3%	7.8%	4.5%	16.1%	i	-8.2%
COc1cc2c(cc1OC)CN(C(=S)Nc1cccc(Cl)c1C)CC2
  3.5%	3.1%	.	5.8%	.	.	-2.7%	?
O=C(/C=C/c1ccco1)NC(=S)Nc1nc(-c2ccc3ccccc3c2)cs1
  0.2%	?	17.3%	12.4%	-41.6%[inhibitor]	1.0%	-0.1%	1.26µM*
COc1cc(NC(=S)NCCc2ccccc2)c(OC)cc1NC(=O)C(C)C
  0.0%	-4.2%	.	-0.1%	.	.	8.0%	-8.1%
O=C(OCc1cn(-c2ccc(Cl)c(Cl)c2)nn1)c1ccccc1Cl
  -1.2%	-1.4%	-5.1%	-9.7%	3.1%	14.3%[38.3 µM]	1.3%	-16.5%[46.1 µM]
CCOc1ccc(C(=O)CSc2nnc(C3CC3)n2C)cc1
  2.1%	0.7%	-0.4%	-2.0%	-32.9%[inhibitor]	-1.4%	-0.7%	4.4%[46.1 µM]
CCNC(=S)N(Cc1cc2cccc(C)c2[nH]c1=O)C1CCCC1
  0.0%	-2.4%	3.7%	6.2%	-19.8%	-3.8%	1.6%	-9.2%
O=C1CSC(c2cccnc2)N1Cc1ccc(Cl)c(Cl)c1 (stereo unspecified)
  -5.6%	1.9%	.	-34.8%	.	.	1.8%	6.0%
CCCn1nnc(NC(=O)c2cccc(Cl)c2)n1
  0.8%	9.5%	-6.9%	0.3%	?	-13.2%[38.3 µM]	-13.6%	-15.4%[46.1 µM]
Cc1nnc(NC(=O)CSc2nnc(Cc3ccccc3)n2Cc2ccccc2)s1
  -0.7%	-5.8%	-4.0%	-11.6%	2.9%	-17.6%[38.3 µM]	-13.1%	-13.2%[46.1 µM]
COC(=O)C1=C(C)N=C2SC(C#N)=C(N)N2C1c1cc(OC)c(OC)c(OC)c1 (stereo unspecified)
  1.0%	-23.9%	.	.	.	.	-5.1%	?
Cc1cc(C)c(C#N)c(SCC(=O)c2ccc(Cl)cc2Cl)n1
  -1.4%	-6.5%	-4.7%	14.4%	-3.3%	12.5%[38.3 µM]	-10.9%	-25.5%[46.1 µM]
N[C@@H](Cn1cc(I)c(=O)n(Cc2ccc(C(=O)O)cc2)c1=O)C(=O)O
  -0.4%	-0.4%	-0.3%	-5.1%	.	2.4%	-6.3%	.
COc1cccc(NC(=S)C(C#N)=C2N(C)c3ccccc3N2C)c1
  -3.5%	-2.4%	-0.1%	2.6%	-4.6%	3.2%	?	-2.9%
CCCn1c(SCC(=O)Nc2sc(C)c(C)c2C(=O)OCC)nc2c1c(=O)n(C)c(=O)n2C
  0.0%	-1.7%	-2.9%	3.4%	-2.7%	-10.9%[38.3 µM]	-4.5%	5.2%[46.1 µM]
NC(=S)N=Nc1c(O)n(CCCl)c2ccc(Br)cc12
  1.0%	8.7%	.	2.1%	.	.	13.5%	?
Cc1ccc(NC(=O)CCNC(=O)c2ccco2)cc1F
  -3.1%	?	2.2%	4.5%	0.2%	-4.4%	-12.3%	2.8%
COc1ccc(CN2C(=O)CC(C(=O)NCCc3ccc(S(N)(=O)=O)cc3)SC2=Nc2ccccc2)cc1 (stereo unspecified)
  6.7%	7.5%	-0.9%	7.8%	-33.9%[inhibitor]	10.2%	i	-43.0%
Cc1c(C(=O)NCc2ccc(F)cc2)c(-c2ccccc2)nn1-c1ccccc1
  -5.4%	6.3%	-0.1%	-11.1%	-7.6%	20.7%[38.3 µM]	-8.1%	-16.0%[46.1 µM]
COCC1CCN(Cc2cn(Cc3ccccc3)nc2-c2cc3ccccc3o2)CC1
  -1.2%	1.7%	0.2%	29.6%	-59.8%[inhibitor]	2.3%	14.3%	-41.1%
CC(C)[C@@H]1NC(=O)c2cc([N+](=O)[O-])cc(I)c2NCCC[C@@H](C(=O)NC(CC(=O)O)C(N)=O)NC(=O)[C@H](CO)NC1=O (stereo partly specified)
  -1.0%	7.0%	-2.8%	1.7%	0.8%	6.3%	-1.3%	9.4%
CCOC(=O)C1=C(c2ccccc2)Nc2ncnn2C1c1ccc(C(=O)O)cc1 (stereo unspecified)
  -0.8%	-10.7%	.	-8.5%	.	.	i	-18.8%
O=C(COC(=O)c1cccs1)Nc1ccccc1
  4.3%	-5.3%	2.8%	0.8%	-7.9%	15.8%[38.3 µM]	-1.5%	-12.8%[46.1 µM]
COc1ccc(-c2c(C)oc3c(CN4CCN(CCO)CC4)c(O)ccc3c2=O)cc1OC
  -1.2%	?	2.9%	8.2%	10.6%	-6.7%[38.3 µM]	i	-4.9%[46.1 µM]
NC(=O)NC(=O)c1nccnc1C(=O)O
  0.5%	-17.8%	.	-3.4%	.	.	6.0%	-23.2%
COc1cccc(Cn2c(=O)c(-c3cc(F)cc(F)c3)nc3cnc(OC)nc32)c1
  .	.	1.6%	4.7%	-3.5%	0.9%	-11.2%	.
Cc1ccc(P(=O)(O)c2ccc(C)cc2)cc1
  -1.1%	-2.2%	-2.6%	4.7%	-3.0%	4.6%[38.3 µM]	-5.1%	-1.7%[46.1 µM]
CCCCCc1c(C)nc(Nc2nc(C)c3cc(OC)ccc3n2)[nH]c1=O
  -1.0%	3.9%	-0.5%	1.2%	-23.8%	-2.7%[38.3 µM]	-1.4%	0.7%[46.1 µM]
CC(C)CCNC(=O)CSc1nc2ccsc2c(=O)n1NC(=O)c1ccccc1
  0.0%	4.5%	1.5%	6.7%	5.2%	-5.9%[38.3 µM]	-3.5%	0.3%[46.1 µM]
N#CC1=C(N)Oc2cc(O)ccc2C1c1cccs1 (stereo unspecified)
  0.8%	2.3%	-2.0%	8.7%	0.5%	1.8%[38.3 µM]	-11.3%	0.5%[46.1 µM]
Cc1[nH]c2ccccc2c1/C=N/NC(=O)c1cccs1
  -1.4%	-20.3%	3.1%	30.2%[activator]	?	15.1%	i	-13.4%
COCCNCCCCOc1ccc(Br)cc1C
  -0.9%	?	-2.0%	5.4%	10.2%	1.5%	-8.4%	9.9%
O=C(Nc1ccc(Cl)cc1)/C(=C/c1cccc(O)c1)c1nc2ccccc2s1
  -0.9%	5.0%	4.2%	60.6%[activator]	-105.3%[inhibitor]	17.5%	-2.6%	10µM*

The list is partial; count on the stated rates, not on these rows.
